Source: PubChem (several laboratories)
GSK3 alpha inh: human GSK-3 alpha kinase inhibition | inhibition, % at 10 µM | 0.1% of 320,000 active | P49840 | ADP-Glo luminescence, 60 min;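 in the data active means inhibition above about 50%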;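 further: GST-tagged GSK-3 alpha with peptide substrate and 25 µM ATP; 0% = DMSO neutral wells and 100% = GW8510 positive control wells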
AI-2 QS mod: modulates the Vibrio harveyi AI-2 quorum sensing system | Vibrio harveyi JMH597 AI-2 luminescence/OD600 ratio, 9 h; stronger effect = lower value; strain lacks LuxN and CqsS sensors; 0 = neutral-control median | AID 2094 | 0.4% of 300,000 active | activity change, % at 7.5 µM; in the data active means activity change below about -75%, passing the limit was not always enough; inconclusive means no clear call, values can overlap the other calls;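 further: luminescence divided by OD600 gain over 9 h not by final OD600 alone; inactives centre near 13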
PolyA inh: blocks polyadenylation in yeast reporter cells; S. cerevisiae SKY197-pL101 polyadenylation reporter, beta-gal luminescence; efflux-impaired pdr1/pdr3 knockout yeast; score 100 = 6 SD above DMSO; calls only at 12 µM; 0.02% of 300,000 active; AID 1875;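 active means lowest replicate activity score at least 50, where 100 means six control SD above control mean; inconclusive means lowest score under 50 but half or more replicates reach 50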;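 further: yeast exposed to compound for 9 h at 30 °C; higher score means more reporter readthrough which indicates perturbed polyadenylation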
HSF1 activator: increases HSF-1 driven luciferase reporter signal; 1.7% of 300,000 active; AID 504408; activation, % at 9 µM; NIH3T3-HGL HSF-1 luciferase reporter, MG132, 8 h; 100% = twice DMSO control signal;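 active means mean replicate activation of at least 50% with a set share of replicates each reaching 50%; inconclusive means only one of those two conditions met; inactive means mean below 50% and too few replicates reaching it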;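 further: 0% = median of the neutral control wells and 100% = twice that signal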
Dyrk1A ADPGlo: inhibitors of rat Dyrk1A kinase; AID 504441; Q63470; inhibition, % at 12.5 µM; 0.43% of 310,000 active; ADP-Glo luminescence, NFATc1 peptide; in the data active means inhibition above about 50%;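 further: plate controls were vehicle with enzyme for no effect and no enzyme for full effect; many of its hits are not listed in these tables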
Platelet DG rel: modulates dense granule release in human platelets. human platelet-rich plasma, SFLLRN dense granule ATP release, luminescence. inhibition, %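 (compounds screened at 7.5 µM in platelet-rich plasma)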. AID 1663. 0.22% of 300,000 active;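 active means mean replicate score, as percent of positive control, at or above 50; inconclusive means mean below 50 but at least one replicate at or above 50; inactive means mean and every replicate below 50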
HSP90 inh: HSP90 refolding inhibition in rabbit reticulocyte lysate; luciferase refolding luminescence, 3 h; inhibition, % at 5.6 µM; 0.91% of 290,000 active; AID 1789;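 active means inhibition above the screen-wide mean plus 3 SD, computed separately per campaign, cut at about 16% in these data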;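 further: 0% = DMSO wells and 100% = 60 µM geldanamycin wells; inhibitors lower the luminescence because luciferase stays unfolded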
GSK3B inh: blocks human GSK3beta kinase activity | GST-GSK3beta kinase, ADP-Glo luminescence, 60 min; stronger effect = lower value | activity score (negative = inhibition), % at 10 µM | 0.038% of 300,000 active;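 active means more than half of replicate wells score below -50%, meaning over 50% inhibition versus plate controls; inconclusive means some replicates but at most half score below -50%; inactive means no replicate scores below -50%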;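 further: 0% = median DMSO wells and -100% = median GW8510 positive control wells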
Target sequence (P49841 whole entry, looked up): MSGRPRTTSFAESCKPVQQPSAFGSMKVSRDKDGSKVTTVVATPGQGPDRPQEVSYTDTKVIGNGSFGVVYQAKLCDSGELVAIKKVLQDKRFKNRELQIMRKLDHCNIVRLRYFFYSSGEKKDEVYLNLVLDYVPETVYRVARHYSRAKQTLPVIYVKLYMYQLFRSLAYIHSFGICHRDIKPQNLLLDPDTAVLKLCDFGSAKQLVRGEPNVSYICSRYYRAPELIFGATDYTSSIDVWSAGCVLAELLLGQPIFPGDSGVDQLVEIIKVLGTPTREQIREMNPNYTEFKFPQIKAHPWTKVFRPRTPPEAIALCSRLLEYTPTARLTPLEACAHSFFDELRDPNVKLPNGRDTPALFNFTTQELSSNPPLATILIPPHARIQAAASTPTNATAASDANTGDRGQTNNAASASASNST
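Test system: GST-tagged human GSK3beta kinase, cell-free; evaluation: activity score scaled between in-plate DMSO and GW8510 controls; measured by: ADP-Glo luminescence; incubation: 60 min reaction, RT; benchmarks: DMSO and 20 µM GW8510; reagent: peptide substrate plus 25 µM ATP (final); medium: Tris/MgCl2 kinase buffer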
HDAC3 inhib: inhibitors of human histone deacetylase 3; O15379; recombinant HDAC3, fluorogenic peptide/trypsin coupled, fluorescence; inhibition, % at 8.3 µM; 0.15% of 320,000 active; AID 2718; in the data active means inhibition above about 26%, passing the limit was not always enough; inconclusive means no clear call, values can overlap the other calls
Target sequence (O15379 whole entry, looked up): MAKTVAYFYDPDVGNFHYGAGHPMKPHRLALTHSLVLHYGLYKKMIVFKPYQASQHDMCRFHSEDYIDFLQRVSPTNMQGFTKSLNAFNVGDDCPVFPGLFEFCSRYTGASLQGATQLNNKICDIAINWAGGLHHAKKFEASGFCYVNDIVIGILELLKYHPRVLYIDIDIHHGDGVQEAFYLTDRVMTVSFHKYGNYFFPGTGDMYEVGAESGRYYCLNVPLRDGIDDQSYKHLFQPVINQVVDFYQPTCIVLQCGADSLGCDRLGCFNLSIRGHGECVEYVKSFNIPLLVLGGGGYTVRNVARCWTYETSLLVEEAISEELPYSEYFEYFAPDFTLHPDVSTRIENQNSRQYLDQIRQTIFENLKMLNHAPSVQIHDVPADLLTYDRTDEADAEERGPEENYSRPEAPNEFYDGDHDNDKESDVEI
HSF1 inh: HSF1 inhibition; NIH3T3-HGL HSE-luciferase, MG132-induced, luminescence 8 h; stronger effect = lower value; activity change, negative = inhibition, % at 7.5 µM (by protocol); 0.77% of 300,000 active; AID 2098;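 active means more than half of replicate wells show activity change below -50%, luminescence cut by over half; inconclusive means some wells, but at most half, below -50%; inactive means no replicate well below -50%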;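 further: luciferase reports HSF-1 transcriptional activity via heat shock element; 0% = median of DMSO wells and -100% = zero luminescence signal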
* = called active by the depositor; i = inactive; ? = inconclusive; nt = no result given. Some of the compounds tested, so the mix of outcomes need not match the whole.

GSK3 alpha inh,molecule,AI-2 QS mod,PolyA inh,HSF1 activator,Dyrk1A ADPGlo,Platelet DG rel,HSP90 inh,GSK3B inh,HDAC3 inhib,HSF1 inh
-1,COc1ccccc1-n1nnnc1SCc1ccccc1,14,i,6,9,26,0,-3,1,0
-1,O=C(c1cccc(NS(=O)(=O)c2ccc(Br)cc2)c1)N1CCCCC1,10,i,10,-7,7,nt,0,14,-1
0,O=C(CCl)NC1CCCc2ccccc21 (centres undefined),12,i,-11,-6,0,-2,2,2,-1
-4,CC(C)(Cc1cccc(CC(C)(C)C(=O)O)c1)C(=O)O,3,i,2,-8,13,-10,3,-3,-8
nt,COC(=O)c1cc(S(=O)(=O)NCC2CCN(Cc3ccc(F)cc3)CC2)cn1C,22,i,5,0,2,-1,-2,-6,0
0,COc1ccc(N2C(=NC(=O)CC3CCCCC3)SC3CS(=O)(=O)CC32)cc1 (centres undefined),-2,i,10,nt,-6,4,-2,-2,4
nt,COc1ccc(-n2nc([N+](=O)[O-])c(=NC3CCN(Cc4ccccc4)CC3)n2O)cc1,14,i,19,-8,11,2,-1,2,10
nt,CCOc1ccc(-c2cc(CCCC(=O)NCCc3ccc(OC)c(OC)c3OC)no2)cc1,1,i,-7,-7,4,-1,-2,-2,-1
10,CC(=O)N1CCN(c2ccc(NS(=O)(=O)c3ccc(C)cc3)cc2)CC1,14,i,5,1,-6,8,1,3,1
-2,CCOc1ccccc1OCCOc1ccccc1OC(C)C,7,i,5,-11,1,7,3,11,-5
7,O=C(NCc1cccnc1)C(=O)Nc1nc(-c2ccccc2)cs1,16,i,26,-4,19,-6,1,5,14
-2,COc1ccc(N2CCN(c3nccs3)CC2)cc1,nt,i,10,2,6,1,nt,-5,23
2,COc1ccc(/C=C(\C#N)C(=O)NC(C)c2ccccc2)cc1O (centres undefined),10,i,9,3,-4,2,-2,8,3
0,NC(=O)CSc1nnc(-c2cccnc2)n1Cc1ccccc1,24,i,-4,-5,0,-3,-3,-4,-4
4,CC(C)CN1C=C2C(=O)C(C)(OC(=O)C3CCCC3)C(=O)C=C2C=C1c1ccsc1 (centres undefined),28,i,0,5,3,nt,-2,4,-5
2,Cc1cc(C)n(-c2ccc(C(=O)O)cc2)n1,1,i,23,-1,3,0,1,-1,2
1,CCN(CC(=O)Nc1ccc(NC(C)=O)cc1)C(=O)c1cc(C)on1,36,i,-2,17,2,nt,0,-6,1
1,CN(CCC#N)C(=O)COC(=O)/C=C/c1ccc2c(c1)OCO2,19,i,9,7,18,0,-2,6,-7
-3,COCCn1c(=O)sc2ccccc2c1=O,3,i,-3,4,-5,3,-1,-4,1
-1,Cc1ccc(S(=O)(=O)NCCN=C(CN2CCCC2)NS(=O)(=O)c2ccc(C)cc2)cc1,nt,nt,nt,-1,nt,0,nt,1,nt
-3,O=C(NC(=S)Nc1nc(-c2ccc(Br)cc2)cs1)c1ccco1,21,i,16,-1,-1,-2,-2,6,7
1,CC(C/C=N/NC(=O)COc1cc(Cl)ccc1Cl)c1ccccc1 (centres undefined),14,i,7,-6,-1,0,-3,3,1
-1,CC(C)(C)N(Cc1ccccc1)C(=O)COC(=O)CSc1ccc([N+](=O)[O-])cc1,15,i,1,1,0,nt,3,5,-4
9,COc1cccc(C(=O)Nc2ccncc2)c1,23,i,16,nt,11,3,-1,1,1
-1,Cc1n[nH]c(=S)n1/N=C/c1ccccc1OCc1ccc(Cl)cc1Cl,4,i,6,-7,0,-2,5,-4,0
-2,COc1ccc(C(=O)CN2C(=O)C(C)(C)Oc3ccc(C(=O)N4CCCCCC4)cc32)cc1,-2,i,-17,-11,-4,2,3,1,8
1,CSc1nc2ccc(S(=O)(=O)N3CCCC3)cc2s1,24,i,-1,-1,0,1,0,3,9
-1,COC(=O)c1cn(NC(=O)/C=C/c2ccc(OC)c(OC)c2)c(=O)c2ccccc12,25,i,2,-10,-4,1,-1,-5,14
-3,COc1cc(O)c(C(CC(=O)N2CCCC2)c2ccc3c(c2)OCO3)c(OC)c1 (centres undefined),14,i,-1,nt,9,nt,1,1,1
-1,NC(=O)Cn1cc(C(=O)c2cccs2)c2ccccc21,20,i,-1,9,-13,6,3,0,1
2,Clc1cccc(Cl)c1-c1nnc2ccc(N3CCOCC3)nn12,-1,i,-16,4,-2,2,1,-1,-10
-2,Cc1ccc(NC(=O)C2CCCN(S(=O)(=O)c3cnc[nH]3)C2)c(Br)c1 (centres undefined),43,i,8,-10,-1,-2,-1,-6,-1
-2,CCOC(=O)CCc1c(C)nc(-n2[nH]c(C)c(CCO)c2=O)[nH]c1=O,-3,i,-5,-3,5,3,6,-4,-8
2,Cc1ccnc(SC2CC(=O)N(c3ccc(Cl)cc3)C2=O)n1 (centres undefined),3,i,14,-4,-2,-1,-1,4,-5
-1,CC(=O)c1ccccc1OCc1ccc(S(=O)(=O)Cc2ccccc2)cc1,10,i,-15,0,12,-3,1,1,-6
-2,CCOC(=O)c1csc(NC(=O)CSc2nnc(C3CC3)n2C)n1,16,i,32,-2,0,1,0,5,-3
-1,CC1CCN(C(=O)C2Cc3ccccc3CN2S(=O)(=O)c2ccc(F)cc2)CC1 (centres undefined),15,i,47,-3,3,4,3,0,14
4,c1ccc(-c2cnc(-c3ccccn3)nn2)cc1,26,i,47,0,20,nt,-4,16,27
-5,O=C(O/N=C\c1ccc(N2CCOCC2)c([N+](=O)[O-])c1)c1ccccc1Cl,?,i,8,-1,5,-1,-4,1,2
0,CCOCCCNS(=O)(=O)c1ccc(NC(=O)CN2C(=O)c3ccccc3C2=O)cc1,?,i,-2,1,2,0,1,-2,-3
0,O=C(NCCCc1ccccc1)c1ccc(CS(=O)Cc2ccccc2Cl)o1 (centres undefined),31,i,17,-3,-6,0,0,-5,10
-3,Cc1cc(C)c(C2C(C#N)=C(N)Oc3n[nH]c(C)c32)cc1CN1CCOCC1 (centres undefined),12,i,1,1,2,-1,1,-1,5
0,OCCN1CCN(C(=S)c2ccc(Cl)c(Cl)c2)CC1,13,i,3,1,-1,-1,5,9,-2
-2,COc1ccc(CCNC(=O)C2CC(c3c(Cl)cccc3Cl)=NO2)cc1 (centres undefined),-2,i,2,21,1,1,3,3,1
-5,COc1ccc(OCC(=O)Nc2ccc3c(c2)nc(CCN2CCOCC2)n3C)cc1,28,i,-5,2,3,5,-2,3,0
1,CCCCCC(=O)Nc1ccc(N2CCOCC2)c(S(=O)(=O)Nc2ccc(OC)cc2)c1,37,i,-32,-2,-6,nt,0,15,-5
nt,CCOc1ccc2nc(N(Cc3ccccc3)C(=O)CCNC(C)=O)sc2c1,4,i,57*,-4,-5,-5,3,3,15
-2,O=C(Cc1cccs1)N1CCN=C1SCc1ccccc1F,17,i,12,-4,-48,1,-4,1,2
-2,Cc1ccc(C2C3=C(CC(C)(C)CC3=O)NC3=C2C(=O)CC(C)(C)C3)o1,22,i,6,2,3,-3,0,1,-5
-1,NS(=O)(=O)c1ccc(NS(=O)(=O)c2ccc(NC(=O)c3ccc(-c4ccccc4)cc3)cc2)cc1,20,i,-1,4,-3,2,-1,-2,-3
-1,O=C(Nc1ccc(F)cc1)C(c1ccccc1)N1CCN(S(=O)(=O)c2c(F)cccc2F)CC1 (centres undefined),18,i,-1,-2,4,-3,2,-4,1
nt,Fc1ccccc1Cn1c2[n+](c3ccc(C(F)(F)F)cc31)CCCCC2,11,i,-6,0,-11,3,-29,nt,-5
0,COc1ccccc1-c1noc(CCCC(=O)Nc2ccc(C(N)=O)cc2)n1,8,i,5,nt,4,0,1,-3,-4
-4,CCOC(=O)CNC(=O)Cn1cnc2c(nnn2-c2ccccc2)c1=O,7,i,9,-2,2,0,1,2,-6
-2,O=C(c1ccoc1)N1CCC2(CC1)Oc1ccc(F)cc1C(=O)C21CC(c2cccnc2)=NO1 (centres undefined),26,i,-3,0,0,nt,-1,1,1
0,COc1cccc(C2CC(c3ccc(Cl)cc3Cl)Nc3nc(N)nn32)c1 (centres undefined),14,i,-21,nt,-1,9,5,-4,-20
1,Cn1c(=O)cc(SCC(=O)NCCCN2CCOCC2)c2ccc(Cl)cc21,4,i,28,-4,0,-4,5,-2,-2
-2,CC(C)CCN1CCN(Cc2cccn2-c2cccnc2)CC1CCO (centres undefined),8,i,-3,-4,42,4,0,-5,-4
-2,Cc1ccc(/C=N/NC(=O)c2nnn(-c3nonc3N)c2CSc2ccccc2)o1,34,i,-4,0,13,3,1,3,-2
-1,Cc1ccccc1CC1(CO)CCCN(C(=O)c2ccccc2N(C)C)C1 (centres undefined),8,nt,14,2,1,1,5,3,4

New compounds follow
GSK3 alpha inh,molecule,AI-2 QS mod,PolyA inh,HSF1 activator,Dyrk1A ADPGlo,Platelet DG rel,HSP90 inh,GSK3B inh,HDAC3 inhib,HSF1 inh
0,COc1ccc([N+](=O)[O-])cc1NC1CCCCC1,16,i,0,4,7,1,0,-1,3
1,O=S(=O)(c1ccc(NC(=S)NN=C(Cc2ccccc2)Cc2ccccc2)cc1)N1CCOCC1,43,i,8,-2,1,2,1,20,7
1,c1cncc(CNc2ncnc3sc4c(c23)CCC4)c1,-1,i,-19,11,2,2,3,2,-3
-1,N=c1c2c(-c3ccccc3)c(-c3ccccc3)n(Cc3ccco3)c2ncn1CCN1CCOCC1,6,i,17,2,3,3,-7,6,10
-2,Cc1ccc(CNC(=O)COc2ccc(S(=O)(=O)N3CCCC3)cc2)cc1,-2,i,7,-1,-22,8,0,-4,3
-1,C=CCN(C(=O)c1csnn1)C(C(=O)NC1CCCC1)c1cccs1 (centres undefined),10,i,14,-5,-2,-1,6,4,-2
0,CCOC(=O)Nc1sc2c(c1C(N)=O)CCC(C)C2 (centres undefined),154,i,27,-75,-8,0,-6,1,13
-1,Cc1c(N=C(N)/N=C(\N)Nc2ccccc2)c(=O)n(-c2ccccc2)n1C,15,i,8,-1,6,-6,5,-7,-9
8,CCOC(=O)c1nn(-c2cccc(C)c2)c2nc(-c3ccccc3)c(C#N)c(=O)n12,11,i,-2,6,2,1,-1,-9,1
1,CSc1ccc(NC(=O)Nc2cccn(Cc3ccccc3F)c2=O)cc1,17,i,31,7,4,-1,0,9,23
3,Cc1cc2c3c([nH]c2cc1S(=O)(=O)NCc1ccc(CN2CCCCCC2)o1)CCCC3=O,2,i,-41,-5,-3,5,-10,9,-20
-1,COCCN(C(=O)Cc1cccs1)C(C(=O)NC1CCCC1)c1ccc(OC)c(OC)c1 (centres undefined),5,i,5,0,-8,1,-2,2,4
-1,COc1ccc(C(=O)Nc2cc(C(F)(F)F)ccc2Cl)cc1OC,4,i,-8,2,11,3,-1,3,-6
